Peg3 promoter = Peg3 promoter activity inhibition; HeLa PEG-Prom luciferase reporter, luminescence, overnight; inhibition, % at 20 µM; actives 1.7% (n = 360,000); AID 588405;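 active = inhibition of at least 50% at 20 µM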
PDI turbidity = PDI (human) enzyme inhibition | P07237 | PDI insulin aggregation turbidity, A650, 90 min | inhibition, % at 10 µM | actives 0.052% (n = 350,000);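 active = mean inhibition across replicates of 30% or more, whatever share of single replicates reach that level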;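 also: absorbance from insulin aggregation driven by PDI reduction with DTT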
Target sequence (P07237 whole entry, looked up): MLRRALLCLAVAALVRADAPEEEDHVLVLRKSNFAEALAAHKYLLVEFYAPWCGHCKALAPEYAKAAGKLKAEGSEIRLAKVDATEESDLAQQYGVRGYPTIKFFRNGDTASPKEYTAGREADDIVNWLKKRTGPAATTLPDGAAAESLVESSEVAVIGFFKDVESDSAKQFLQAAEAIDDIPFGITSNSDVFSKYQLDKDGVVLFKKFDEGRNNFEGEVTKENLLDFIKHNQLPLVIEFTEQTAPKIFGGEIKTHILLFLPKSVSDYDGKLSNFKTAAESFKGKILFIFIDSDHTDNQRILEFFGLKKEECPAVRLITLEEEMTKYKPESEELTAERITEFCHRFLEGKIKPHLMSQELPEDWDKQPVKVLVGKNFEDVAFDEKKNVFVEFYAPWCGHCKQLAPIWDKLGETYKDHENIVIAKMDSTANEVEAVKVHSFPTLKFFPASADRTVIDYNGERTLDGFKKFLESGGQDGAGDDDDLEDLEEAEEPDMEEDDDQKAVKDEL
Cardio protect = protects H9c2 cardiomyocytes from peroxide injury; H2O2 injury protection, ATPLite, 2 h; protection from H2O2 cell death, % at 20 µM; actives 0.63% (n = 360,000);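 active = compounds giving at least 50% protection of heart cells from peroxide-induced death in the single-dose screen, raw or plate-pattern-corrected value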;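 also: 0% = DMSO wells with peroxide and 100% = DMSO wells without peroxide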
Shn3 3UTR inh = inhibitors of Schnurri-3 3'UTR reporter in osteoblasts | actives 0.52% (n = 360,000) | Clone20 osteoblast Shn3 3'UTR firefly luciferase, 24 h | inhibition, % at 12.5 µM;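 active = mean inhibition of at least 75% with every replicate also reaching 75%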;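 also: 0% = median of neutral control wells and 100% = pilot-screen positive control compound; some compounds past the cut are filed as inactive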
NR2E3 ag-1 = activates human NR2E3 receptor. actives 0.35% (n = 360,000). CHO-S Gal4-NCOR/VP16-NR2E3 two-hybrid, luciferase. AID 602229. Q9Y5X4. inhibition of corepressor binding, % at 3.98 µM;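 active = inhibition above the mean of all tested compounds plus 3 SD, cut at about 70% in these data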;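 also: 0% = DMSO with NR2E3 transfected cells and 100% = cells lacking NR2E3 construct; higher means lower luciferase signal from less NR2E3 corepressor binding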
Target sequence (Q9Y5X4 whole entry, looked up, the tested form may be a part): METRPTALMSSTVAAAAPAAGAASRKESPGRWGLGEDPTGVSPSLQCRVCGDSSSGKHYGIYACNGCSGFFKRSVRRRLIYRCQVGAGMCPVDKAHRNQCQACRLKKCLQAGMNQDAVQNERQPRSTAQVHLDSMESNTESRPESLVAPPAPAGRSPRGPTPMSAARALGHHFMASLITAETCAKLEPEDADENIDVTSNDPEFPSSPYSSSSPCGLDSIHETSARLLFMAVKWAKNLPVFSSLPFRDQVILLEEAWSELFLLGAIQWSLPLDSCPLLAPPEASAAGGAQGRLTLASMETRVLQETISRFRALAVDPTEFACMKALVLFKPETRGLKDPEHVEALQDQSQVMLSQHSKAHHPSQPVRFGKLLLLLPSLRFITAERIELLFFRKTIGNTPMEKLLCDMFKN
NR2E3 ag-2 = agonists of human nuclear receptor NR2E3 | GST-NR2E3/biotin-RetCOR TR-FRET, 1536-well | inhibition of corepressor binding, % at 4.78 µM | Q9Y5X4 | actives 0.12% (n = 320,000) | AID 2300;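 active = percent inhibition above the cutoff of mean plus 3 SD of all tested compounds, set per screening campaign, cut at about 20% in these data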;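 also: 0% = DMSO wells and 100% = biotin wells as full block of FRET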
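Assay system: NR2E3–RetCOR corepressor complex. Quantity: 1.35 nM GST-NR2E3. Buffer or medium: pH 7.5 Tris-based buffer. Reagent: biotinylated RetCOR corepressor at 7 nM final. Schedule: 5 h at 4 °C. Detection: TR-FRET, emission read at 617 and 671 nm. Replicates: one well per compound, singlicate testing.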
iPSC survival up = enhancers of human iPSC single-cell survival. hiPSC single-cell survival, ATPlite luminescence; 100% = ROCK inhibitor wells, 0% = DMSO. survival enhancement, % at 20 µM. actives 0.044% (n = 360,000); in the data active = survival enhancement above about 18%;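 also: cells exposed to compounds for 16 hours before the ATP read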
m5-HT2A agonist = activates the mouse 5-HT2A serotonin receptor. actives 0.66% (n = 360,000). activation, % at 7.6 µM. CHO-K1 mHTR2A beta-arrestin complementation, luminescence; percent of 30 µM serotonin response. P35363. AID 624169;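 active = activation above a run cutoff, the mean activation of all tested compounds plus 3 SD, cut at about 14% in these data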;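 also: 0% = plate median of compound wells and 100% = 30 µM serotonin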
HIF-2a block = inhibitors of HIF-2a. 786-0 RCC cells HIF-2a reporter, luciferase luminescence, overnight. inhibition, % at 18.8 µM. actives 0.72% (n = 360,000). AID 624352;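 active = inhibition of the luminescence signal of 40% or more relative to plate controls, in a single-dose primary screen at 18.75 µM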
MITF TRPM1 inh = reduces MITF-dependent TRPM1 promoter luciferase signal. actives 0.83% (n = 330,000). SK-MEL-5 TRPM1 promoter luciferase, 24 h. inhibition, % at 12.5 µM;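 active = mean inhibition across replicates of 60% or more, whatever share of single replicates reaches that level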; also: values of inactives mirror those of a sister screen read the other way
CaV13 FRET inh = Primary screen for inhibitors of IQ motif and Ca2+-dependent inactivation inhibitor domain binding in CACNA1D, Förster resonance energy transfer in living cells, …. HEK cells, CFP/YFP FRET ICDI-IQ, plate reader, 10 min; percent FRET-ratio fall versus neutral wells. actives 0.098% (n = 340,000). inhibition, % at 12.3 µM;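 active = mean replicate inhibition of at least 30% and at least 1% of replicates passing that level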;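 also: 0% = median of the neutral control wells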
* hit, by the source's call; · = not tested or not shown. Random draw from the library (roughly 3.9% active in at least one column).

The first five compounds, ahead of the listing:
Compound | Peg3 promoter | PDI turbidity | Cardio protect | Shn3 3UTR inh | NR2E3 ag-1 | NR2E3 ag-2 | iPSC survival up | m5-HT2A agonist | HIF-2a block | MITF TRPM1 inh | CaV13 FRET inh
COC(=O)CSc1nc(NCC(C)C)nc(N2CCOCC2)n1 | 14 | 4 | 14 | 3 | -2 | 5 | 0.4 | 1 | 14 | 6 | -9
Cc1ccc(-c2csc(N(CCCN3CCOCC3)C(=O)c3ccco3)n2)cc1 | 14 | -2 | 34 | 54 | -21 | 3 | 3.9 | -6 | -32 | -4 | -4
CC(=O)N1CCN(CC(C)(C)NS(=O)(=O)c2ccc(C)cc2)CC1 | -1 | 5 | 4 | 9 | 15 | 0 | 0.7 | 3 | 9 | 5 | -4
COc1ccc(OC)c(NC(=O)Nc2nc(C(N)CCc3ccccc3)cs2)c1 (centres undefined) | 100* | 20 | -12 | 6 | 17 | · | -2.2 | -10 | -23 | · | -4
CC(=O)Nc1cccc(-c2cn3ccccc3n2)c1 | -52 | 1 | 1 | -28 | -29 | 4 | -1.7 | 0 | -115 | -15 | -15

All compounds of this part, repeating the preview:
Compound | Peg3 promoter | PDI turbidity | Cardio protect | Shn3 3UTR inh | NR2E3 ag-1 | NR2E3 ag-2 | iPSC survival up | m5-HT2A agonist | HIF-2a block | MITF TRPM1 inh | CaV13 FRET inh
COC(=O)CSc1nc(NCC(C)C)nc(N2CCOCC2)n1 | 14 | 4 | 14 | 3 | -2 | 5 | 0.4 | 1 | 14 | 6 | -9
Cc1ccc(-c2csc(N(CCCN3CCOCC3)C(=O)c3ccco3)n2)cc1 | 14 | -2 | 34 | 54 | -21 | 3 | 3.9 | -6 | -32 | -4 | -4
CC(=O)N1CCN(CC(C)(C)NS(=O)(=O)c2ccc(C)cc2)CC1 | -1 | 5 | 4 | 9 | 15 | 0 | 0.7 | 3 | 9 | 5 | -4
COc1ccc(OC)c(NC(=O)Nc2nc(C(N)CCc3ccccc3)cs2)c1 (centres undefined) | 100* | 20 | -12 | 6 | 17 | · | -2.2 | -10 | -23 | · | -4
CC(=O)Nc1cccc(-c2cn3ccccc3n2)c1 | -52 | 1 | 1 | -28 | -29 | 4 | -1.7 | 0 | -115 | -15 | -15
Cc1cc(C)n(C(=O)CCCC(=O)n2nc(C)cc2C)n1 | 3 | 0 | 12 | 5 | -14 | 2 | 1.5 | 6 | 7 | 2 | ·
CCOc1ccc(NCc2cccn2-c2nnc(N3CCC(C(=O)NCCCN4CCCCC4C)CC3)s2)cc1 (centres undefined) | -13 | 12 | -6 | -29 | -25 | 1 | -0.6 | -7 | -11 | 1 | -3
CCOc1ccccc1N(CC(=O)NC1CCCCC1)C(=O)CCC(=O)Nc1nccs1 | 17 | -1 | 7 | 20 | -43 | 2 | -0.9 | -1 | 23 | 11 | -4
COC(=O)c1ccc(NC(=O)CN2CCOCC2)cc1 | -19 | 17 | -4 | -22 | 2 | 4 | 1.5 | 5 | -38 | -13 | -8
CCNC(=O)C1CCCN(Cc2cc(C(F)(F)F)ccc2Cl)CC1 (centres undefined) | 2 | 16 | 4 | 2 | -29 | · | -0.1 | 0 | 10 | · | -5
O=S(=O)(c1ccc(Cl)cc1)N1CCN(c2ncccn2)CC1 | 10 | -8 | -9 | 6 | 12 | 4 | -1.8 | 4 | 15 | -7 | -3
O=C(CSc1nnc(-c2ccncc2)o1)Nc1ccccc1C(F)(F)F | 18 | 0 | 1 | -2 | 14 | -1 | -0.4 | 7 | 6 | 2 | ·
COc1cc2ccccc2cc1C(=O)NC(=S)Nc1cc(C(=O)O)ccc1C | 24 | 2 | 10 | 4 | -7 | · | -0.7 | 0 | 24 | 0 | -3
O=C(O)CCCC(=O)Nc1ccccc1C(=O)N1CCCC1 | 23 | 3 | 13 | -6 | -7 | 3 | -1.5 | -1 | 13 | -4 | -3
Cn1nnnc1SCCNCc1ccncc1 | -19 | 0 | 10 | 4 | -27 | 2 | 2.1 | -6 | 19 | -1 | -8
Cc1[nH]nc(-c2ccc(OCc3cnn(-c4ccccc4)c3)cc2O)c1Oc1ccc(Cl)cc1 | 32 | -1 | 3 | 70 | 29 | 0 | -0.6 | 4 | 18 | 17 | ·
Cc1cc(Cl)c(S(=O)(=O)N2CC(C)OC(C)C2)cc1OCC(N)=O (centres undefined) | 5 | 4 | -1 | 6 | -14 | 3 | -1.8 | -2 | 12 | -9 | -4
COCCN1C(=O)c2ccccc2C(C(=O)NCCCN2CCCC2=O)C1c1c[nH]c2ccccc12 (centres undefined) | 8 | 6 | 12 | -4 | -4 | · | 1.3 | 0 | 8 | -4 | -4
CCCn1c(Nc2nc3ccccc3n2C)nc2ccccc21 | 90* | -39 | 6 | -21 | -16 | -1 | -1.1 | 2 | 91* | 7 | -5
COC(=O)CCCC1=CC2=CC(=O)C(C)(OC(=O)c3cccs3)C(=O)C2=CN1C1CCCCC1 (centres undefined) | -10 | -7 | 1 | -2 | -3 | -2 | 6.0 | 7 | 15 | 6 | -5
Cc1cc(O)ccc1N1C(=O)c2cccc3cc([N+](=O)[O-])cc(c23)C1=O | 27 | 5 | 10 | -3 | -33 | 5 | -0.7 | -1 | 19 | 14 | 1
CCN(CC(=O)N1CCCC1)S(=O)(=O)c1cc(C)ccc1OC | 15 | -11 | 8 | 5 | 18 | 4 | 1.2 | 3 | 10 | 1 | -20
COc1ccc(CCn2c(C3CCCCC3)nc3c(c(=O)c4ccccc4n3C)c2=O)cc1 | 44 | 3 | 0 | 26 | -58 | -3 | -0.6 | 3 | 32 | · | -4
Clc1ccc(-n2nnc(-c3ncc[nH]3)n2)cc1Cl | -162 | 0 | -2 | -26 | -54 | -3 | -2.2 | -1 | -191 | -81 | -11
CC(C)(C)NC(=O)NC(=O)CSc1nncs1 | 10 | 1 | 2 | 6 | 16 | 1 | -0.9 | 12 | -7 | 5 | -1
COc1ccc(C(=O)NCc2ccco2)cc1S(=O)(=O)N1CCOCC1 | 15 | 12 | -4 | 1 | -28 | -1 | -0.5 | 4 | 8 | -8 | -3
O=C(CSCc1ccccc1Br)NNC(=S)NCc1ccco1 | 10 | 11 | 1 | -3 | -7 | 1 | -0.5 | 1 | 9 | 9 | -2
Cc1ccsc1/C=N/NC(=O)CSCc1ccc(Cl)cc1 | -21 | -2 | -18 | -3 | -8 | -2 | -1.2 | 5 | -10 | -9 | -5
COc1ccc(-c2csc(-n3ncc(-c4cccs4)c3N)n2)cc1 | 19 | 8 | -17 | -23 | 4 | -4 | -1.6 | 0 | -8 | -11 | -4
CC(=O)c1sc(NC(=O)C2CCCN2S(=O)(=O)c2ccccc2F)nc1C (centres undefined) | -11 | 5 | 8 | 8 | -9 | 0 | -1.1 | -5 | -10 | -6 | -4
O=C(CN1CCOCC1)Nc1ccc(NC(=O)c2ccccc2F)cc1 | 2 | 4 | 4 | -10 | 8 | 4 | -0.5 | -2 | -13 | -6 | -3
O=C(OCc1nc2ccccc2[n+]([O-])c1C(=O)c1ccccc1)c1ccco1 | 12 | -14 | 3 | 1 | 13 | 6 | 0.5 | 2 | 10 | 1 | -5
CN(C)C(=O)CCc1ccc2c3c([nH]c2c1)[C@]1(CCc2ccccc2)[C@@H](C(=O)N2CCCCC2)C[C@H](CC(=O)NC(C)(C)C)C(=O)N1CC3 | 13 | 1 | 11 | 4 | -26 | · | -0.2 | 5 | -1 | 1 | -3
C(=N\Nc1nc(-c2ccccc2)cs1)/c1cccnc1 | -246 | 6 | 23 | -95 | -120 | -5 | 3.4 | -3 | -248 | -76 | -4
CN(Cc1ccc(F)cc1)C(=O)c1ccc2c(c1)NC(=O)CS2 | 17 | -2 | -5 | 2 | -11 | 2 | -0.3 | 6 | 5 | -5 | -5
O=C(CSc1ccccn1)N1CCOCC1 | -28 | -3 | 7 | -14 | -2 | 4 | 4.4 | 0 | -8 | 1 | -6
CC(C)[C@H](NS(=O)(=O)c1ccccc1)C(=O)OCC(=O)NC(=O)NC1CCCCC1 | 12 | 2 | -9 | 17 | -22 | · | -1.7 | -1 | 14 | -6 | -7
CCOc1ccc(NC(=O)c2ccccc2OC)cc1 | -180 | -1 | -13 | -65 | -65 | 4 | -2.4 | 9 | -209 | -18 | ·
Cc1ccc(NC(=O)C2CCN(S(=O)(=O)c3c(C)n[nH]c3C)CC2)nc1 | 11 | 13 | 5 | -10 | -26 | 3 | -4.2 | -3 | 9 | 2 | ·
CCCOC(=O)Nc1cc(OC)ccc1[N+](=O)[O-] | -50 | -3 | -8 | -3 | -14 | -2 | -1.3 | 0 | -63 | -16 | 6
CC(C)(C)OC(=O)N1CCC[C@H]1C(=O)OCC(=O)Nc1cc(S(C)(=O)=O)ccc1Cl | 13 | 0 | -3 | -3 | -14 | 2 | 3.9 | 5 | 7 | -15 | -2
CC1CC(C(F)(F)F)n2ncnc2N1 (centres undefined) | 20 | 3 | -1 | -5 | -1 | 0 | 13 | -1 | 7 | 7 | -5
COc1ccc(Cl)cc1NC(=O)c1noc(C)c1[N+](=O)[O-] | 9 | 3 | -3 | -16 | -24 | 0 | -0.5 | -3 | 9 | 12 | ·
COc1ccccc1Oc1ccc(-c2cnc3ccccc3n2)cc1[N+](=O)[O-] | -88 | -1 | -7 | -4 | -10 | 3 | 1.4 | -1 | -173 | -21 | -6
O=C1NC(=O)N(Cc2ccccc2F)C1=O | -5 | -3 | 1 | -40 | -12 | 4 | -0.7 | -4 | 9 | 6 | -2
Cc1cc(N2CCOCC2)n2nc(C)c(-c3ccccc3)c2n1 | -29 | -5 | -1 | 0 | -3 | 2 | -1.3 | 3 | -59 | -8 | ·
Cc1ccc(S(=O)(=O)NNC(=O)c2cccnc2)cc1 | 8 | 5 | -1 | -2 | -28 | -2 | 0.0 | -2 | 19 | 13 | 2
O=C(CSc1ccc(-c2ccccn2)nn1)N1CCCc2ccccc21 | 6 | -6 | 52* | -8 | 3 | 1 | -0.3 | 2 | -21 | -1 | 8
Cc1ccsc1C1Nc2ccc3ncccc3c2C2=C1C(=O)CCC2 (centres undefined) | 9 | 2 | 3 | 15 | 14 | -4 | 1.1 | -3 | 25 | 10 | -8
O=C(COC(=O)CSc1ccc(F)cc1)NCCCc1ccccc1 | -16 | -1 | 0 | 0 | -37 | 2 | 0.0 | 5 | -3 | -3 | -15
Cc1ccc(NCc2nnc(SCC(=O)N3CCCc4ccccc43)o2)c(C)c1 | 7 | 4 | -2 | 25 | -11 | -1 | 1.6 | -4 | -3 | 11 | -5

Screening results: PubChem, several laboratories
